# Assay outcomes: PubChem, Broad Institute
# C2C12 statin: suppressors of statin myotoxicity in C2C12 myotubes, primary screen, cell-based, single point, plate reader; C2C12 myotubes + simvastatin, ATP luminescence, 48 h; scaled: DMSO 0, geranylgeraniol control 100; rescue of ATP level, % at 7.49 µM; actives 0.78% (n = 330,000);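 active = mean ATP rescue above about 67%, or every replicate alone reaching that limit, limit read from the data, passing the limit was not always enough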;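 also: myotubes were challenged with 10 µM simvastatin during compound exposure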
# esBAF inh: Bmi1 luciferase reporter increase in mESCs, primary screen, esBAF inhibitor project, mouse ES cells, Bmi1 luciferase knock-in, single point. 24 h; 100% = twice the neutral-well signal. reporter increase, % at 12.5 µM. actives 2% (n = 350,000). AID 602393, 2012; in the data active = activation above about 40%;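 also: 0% = median of the plate's neutral control wells and 100% = double that signal; a rise in the Bmi1 reporter signal indicates esBAF inhibition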
# CASP6 VEID inh: human caspase-6 inhibitors, primary screen, biochemical, VEID-R110 fluorescence, single point, set 2 | actives 0.53% (n = 350,000) | inhibition, % at 12.5 µM | P55212 | purified caspase-6, Z-VEID-R110 cleavage fluorescence | AID 686996, 2013;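 active = mean inhibition across replicates at least about 35%, with every replicate also reaching that limit, limit read from the data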;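 also: 0% = median of neutral control wells and 100% = no fluorescence left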
# Target sequence (P55212 24-179 limits assumed): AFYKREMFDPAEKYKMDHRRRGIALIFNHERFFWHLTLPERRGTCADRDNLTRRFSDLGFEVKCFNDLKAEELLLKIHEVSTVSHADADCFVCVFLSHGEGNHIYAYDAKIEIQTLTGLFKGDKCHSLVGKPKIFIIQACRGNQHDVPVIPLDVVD
# Target sequence (P55212 194-293 limits assumed): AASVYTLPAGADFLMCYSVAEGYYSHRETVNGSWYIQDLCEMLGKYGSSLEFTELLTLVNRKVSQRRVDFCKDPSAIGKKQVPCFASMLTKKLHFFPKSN
# FN deposition inh: inhibitors of fibronectin matrix deposition, primary screen, AH1F cells, Alexa488-fibronectin fluorescence, plate reader; inhibition, % at 12.6 µM; AID 743247, 2014; actives 0.086% (n = 350,000); AH1F fibroblasts, overnight;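 active = mean inhibition across replicates of 30% or more, regardless of how many single replicates reach that level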;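 also: positive control wells lacked labelled fibronectin entirely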
#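 Schedule: 1 h cell adhesion before compound, then overnight fibronectin incubation; test system: AH1F fibroblast monolayer depositing Alexa488-labelled fibronectin into matrix; quantity: 10000 AH1F cells per well; probe or stimulus: fluorescent fibronectin at 24 nM final; signal: fluorescence, ex 485 nm, em 525 nm; evaluation: percent inhibition as loss of matrix-bound fibronectin fluorescence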
# LGR2 inh: inhibitors of bursicon-induced LGR2 CRE-luciferase signal, primary screen, cell-based, HEK293, CRE-luciferase reporter, bursicon stimulation. Drosophila bursicon receptor LGR2 (rickets). bursicon-stimulated, 4 h. inhibition, % at 9.99 µM. actives 0.35% (n = 380,000). AID 720647, 2013;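 active = drop in luminescence signal, shown as inhibition above about 50% in the replicate tests, limit read from the data, passing the limit was not always enough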;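 also: agonist challenge used bursicon conditioned medium at about half maximal strength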
# SIRT5 inh: SIRT5 desuccinylase inhibitors, primary screen, biochemical, fluorescence imaging, single point, set 5; Purified SirT5, succinyl-peptide AMC, trypsin-coupled fluorescence; actives 1.1% (n = 330,000); NAD-dependent protein deacylase sirtuin-5, mitochondrial (Homo sapiens), Q9NXA8; inhibition, % at 15 µM; in the data active = inhibition above about 15%
# Target sequence (Q9NXA8 whole entry, looked up): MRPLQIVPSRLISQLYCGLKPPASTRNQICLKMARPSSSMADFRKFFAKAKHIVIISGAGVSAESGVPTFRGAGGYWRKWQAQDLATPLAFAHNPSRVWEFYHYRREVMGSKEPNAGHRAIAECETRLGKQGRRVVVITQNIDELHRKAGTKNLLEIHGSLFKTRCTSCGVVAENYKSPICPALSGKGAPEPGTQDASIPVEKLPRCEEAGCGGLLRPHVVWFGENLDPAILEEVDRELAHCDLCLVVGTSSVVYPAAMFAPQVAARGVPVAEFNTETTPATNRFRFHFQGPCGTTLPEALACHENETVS
# S100A4 inh HTS: inhibitors of S100A4-myosin IIA peptide binding, primary screen, biochemical, fluorescence polarization, TAMRA-MyoIIA peptide; actives 0.14% (n = 360,000); inhibition, % at 10.7 µM; Protein S100-A4 (Homo sapiens), P26447;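 active = mean inhibition of at least 70% across replicates, with every replicate also reaching that level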
# Target sequence (P26447 whole entry, looked up): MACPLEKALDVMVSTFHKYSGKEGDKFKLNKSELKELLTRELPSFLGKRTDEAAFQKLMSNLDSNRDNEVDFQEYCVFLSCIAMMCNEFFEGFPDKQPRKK
#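 Test system: S100A4 monomer protein; Medium: HEPES pH 7.2 with CaCl2, KCl, NaCl, DTT, Triton; Probe or stimulus: TAMRA-labelled myosin IIA heavy-chain peptide probe, 5 nM; Doses: one dose per compound; Times: polarization read 5 min after assay mix addition, stable 5–60 min; Benchmarks: neutral control DMSO, positive control TFP.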
# An asterisk follows results filed as active; x = no result given; & = joins results of further samples. The list is partial. The share of hits here may be higher or lower than overall.
SMILES,S100A4 inh HTS,LGR2 inh,C2C12 statin,SIRT5 inh,esBAF inh,CASP6 VEID inh,FN deposition inh
Cc1ccc(-c2cnc3c(c2)C(=O)N([C@@H](C)CO)C[C@H](C)[C@H](CN(C)Cc2ccccc2C(=O)O)O3)cc1,6,-8,-1,8,3,0,x
O=C(C[C@@H]1CC[C@H]2[C@@H](COC[C@H](O)CN2CCc2ccccc2)O1)NCc1ccccc1,-5,-6,16,12,3,x,-11
Cc1c(NC(=S)NNC(=O)CCC(=O)O)c(=O)n(-c2ccccc2)n1C,5,20,x,1,x,-2,16
O=C1CSC(c2ccccc2)N1CCc1ccccc1 (stereo not given),20,-13,10,0,-2,0,13
C[C@H]1CN([C@@H](C)CO)C(=O)c2cc(C#CC3CCCCC3)cnc2O[C@@H]1CN(C)C(=O)C1CCCCC1,3,-15,44,-1,-2,-2,-29
Cc1ccc(S(N)(=O)=O)c(C)c1N1CCCC1=O,-12,x,x,-4,x,0,4
Cc1cccc(OCC(O)Cn2c(NCCCOC(C)C)nc3c2c(=O)[nH]c(=O)n3C)c1 (stereo not given),x,14,-1,x,-5,x,x
C[C@H]1CN([C@@H](C)CO)S(=O)(=O)c2ccc(-c3ccccc3)cc2O[C@H]1CN(C)Cc1cccc(F)c1,2,7,-28,2,-3,-2,-40
Cc1ccccc1-c1ccc2c(c1)O[C@H](CN(C)C(=O)c1ccccn1)[C@@H](C)CN([C@H](C)CO)S2(=O)=O,13,7,-25,-3,4,1,-9
COC(=O)c1nc2n(n1)C(c1cccc(Cl)c1)C1=C(CC(C)(C)CC1=O)N2 (stereo not given),-3,13,16,2,3,1,6

# Record cards, from the list above. Values in the order: S100A4 inh HTS | LGR2 inh | C2C12 statin | SIRT5 inh | esBAF inh | CASP6 VEID inh | FN deposition inh
# C[C@H]1CN([C@@H](C)CO)C(=O)c2cc(C#CC3CCCCC3)cnc2O[C@@H]1CN(C)C(=O)C1CCCCC1 reads 3 | -15 | 44 | -1 | -2 | -2 | -29
# O=C1CSC(c2ccccc2)N1CCc1ccccc1 (stereo not given) reads 20 | -13 | 10 | 0 | -2 | 0 | 13

# Structural class, the entries above with four or more nitrogen atoms (3)
SMILES,S100A4 inh HTS,LGR2 inh,C2C12 statin,SIRT5 inh,esBAF inh,CASP6 VEID inh,FN deposition inh
Cc1c(NC(=S)NNC(=O)CCC(=O)O)c(=O)n(-c2ccccc2)n1C,5,20,x,1,x,-2,16
Cc1cccc(OCC(O)Cn2c(NCCCOC(C)C)nc3c2c(=O)[nH]c(=O)n3C)c1 (stereo not given),x,14,-1,x,-5,x,x
COC(=O)c1nc2n(n1)C(c1cccc(Cl)c1)C1=C(CC(C)(C)CC1=O)N2 (stereo not given),-3,13,16,2,3,1,6

# Later entries
SMILES,S100A4 inh HTS,LGR2 inh,C2C12 statin,SIRT5 inh,esBAF inh,CASP6 VEID inh,FN deposition inh
CC(c1n[nH]c(=S)n1Cc1ccccc1)N(C)C (stereo not given),1,-6,x,-3,x,1,-7
CC(C)(CCc1ccccn1)C(=O)C(CCc1ccccn1)CCc1ccccn1,0,14,-13,x,-6,-4,x
CCOc1ccc2oc(C(=O)N(C)CC(=O)Nc3ccc(OCC)c(OCC)c3)c(C)c2c1,2,0,7,3,-4,0,2
COc1ccc(-c2ccc3c(c2)[C@H]2[C@H](CCN2C(=O)Cc2cccnc2)[C@@H](CO)N3C)cc1,-2,-4,29,1,-2,2,17
Cc1cc(C(C)(C)C)oc1C(=O)OCC(=O)NC1CCCCC1,1,-15,x,1,x,0,1
CC(=O)Nc1ccc(N(CC(=O)NC2CCCC2)C(=O)CCC(=O)Nc2cc(C)on2)cc1,31,13,-5,0,-7,-2,-5
Cc1ccc(S(=O)(=O)NCc2ccccc2)cc1C(=O)N(C)CC(=O)Nc1c(Cl)cccc1Cl,1,-3,2,1,12,0,-2
C[C@@H](CSc1ccc(Br)cc1)CN1CC[C@H](C(C)(C)C)CCC1=O,4,0,-8,-1,-16,0,7
O=C(NCCS(=O)(=O)N1CCCC1)c1ccccc1,9,-13,-9,0,3,-5,11
CCN(CC)CCn1c(OC)cc(=O)[nH]c1=O,x,x,-6,x,1,x,2

# Part of the list above in order of SMILES length, ascending.
SMILES,S100A4 inh HTS,LGR2 inh,C2C12 statin,SIRT5 inh,esBAF inh,CASP6 VEID inh,FN deposition inh
CCN(CC)CCn1c(OC)cc(=O)[nH]c1=O,x,x,-6,x,1,x,2
Cc1cc(C(C)(C)C)oc1C(=O)OCC(=O)NC1CCCCC1,1,-15,x,1,x,0,1
CC(=O)Nc1ccc(N(CC(=O)NC2CCCC2)C(=O)CCC(=O)Nc2cc(C)on2)cc1,31,13,-5,0,-7,-2,-5

# (listing goes on)
SMILES,S100A4 inh HTS,LGR2 inh,C2C12 statin,SIRT5 inh,esBAF inh,CASP6 VEID inh,FN deposition inh
CCOC(=O)c1ccc(NC(=S)NN2CCOCC2)cc1,x,-17,10,x,19,x,-5
C=CCSc1nc(=O)n2cccc(C)c2n1,-1,-23,-19,-4,-5,-5,x
Cc1ccc(-c2ccc(C3[C@H]4CNC[C@@H]3N4S(=O)(=O)c3ccccc3)cc2)cc1 (stereo not given in full),-34&-18,-14&9,x,-1&1,x,-1&-7,-3&-8
O=C(c1n[nH]c2ccccc12)N1CCOCC1,1,5,8,0,3,-1,-15
CC1(C)CC(=O)C(C=NCCCN2CCCC2=O)=C(O)C1,x,26,0,x,-4,x,0
COc1cc(C(CC(=O)N2CCCC2)c2c(OC)cc(OC)c3ccc(=O)oc23)cc(OC)c1OC (stereo not given),-2,-6,24,x,-3,x,-1
COc1ccc(Cc2nnc(SCC(=O)Nc3nc(C)cs3)o2)cc1,x,x,8,x,-1,x,-19
COc1ccc(-n2ncc3c2CC(C)(C)CC3NC(=O)c2ccoc2C)cc1 (stereo not given),-3,-4,7,3,5,3,x
CN(C)C(=O)c1cccc(-c2ccc3c(c2)[C@@H]2[C@@H](CCN2C(=O)c2cccnc2)[C@@H](CO)N3)c1,x,3,-4,x,-4,x,-6
COc1cc(C2CC(=O)Oc3ccc(C(C)(C)C)cc32)cc(OC)c1OC (stereo not given),-1,11,2,0,-2,1,4
Cc1cc(C)c2cc(C#N)c(N3CCCN(C(=O)c4cnccn4)CC3)nc2c1,2,-1,-2,0,-4,x,2
Cc1nc(SCc2ccccc2C#N)n[nH]1,-5,-3,1,-1,1,-2,-2
CCOC(=O)C1=C(CS(=O)(=O)c2ccccc2)NC(=O)NC1c1cccc(OC)c1 (stereo not given),-1,x,x,0,x,2,-14
CC(C)C[C@@H](CN1CCC[C@H]1CN1C(=O)C(=O)NC[C@@H]1Cc1ccccc1)N1C[C@H](Cc2ccc(O)cc2)N(CC2CCCCC2)C(=O)C1=O,-9,9,x,12,x,-2,-14
